# Compound activity: PubChem, National Center for Advancing Translational Sciences (NCATS)
# PTHR1 ag: qHTS for PTHR1 Agonists: Primary Screen. Parathyroid hormone/parathyroid hormone-related peptide receptor (Homo sapiens), Q03431. HEK293 GP2 PTHR1 cells, GloSensor cAMP luminescence, 1 h. Potency, µM (doses to about 115 µM), without a hit: top-dose activation, most hits filed as activators. 410,000 tested, 0.075% active. AID 743266, 2014; note: potency is the fitted concentration of half-maximal effect; nearly all actives have a fitted effect of over 55% in size; some results filed as inactive show a strong effect at the top dose; inactives centre near -15; many of its hits are not listed in these tables
# Target sequence (Q03431 whole entry, looked up): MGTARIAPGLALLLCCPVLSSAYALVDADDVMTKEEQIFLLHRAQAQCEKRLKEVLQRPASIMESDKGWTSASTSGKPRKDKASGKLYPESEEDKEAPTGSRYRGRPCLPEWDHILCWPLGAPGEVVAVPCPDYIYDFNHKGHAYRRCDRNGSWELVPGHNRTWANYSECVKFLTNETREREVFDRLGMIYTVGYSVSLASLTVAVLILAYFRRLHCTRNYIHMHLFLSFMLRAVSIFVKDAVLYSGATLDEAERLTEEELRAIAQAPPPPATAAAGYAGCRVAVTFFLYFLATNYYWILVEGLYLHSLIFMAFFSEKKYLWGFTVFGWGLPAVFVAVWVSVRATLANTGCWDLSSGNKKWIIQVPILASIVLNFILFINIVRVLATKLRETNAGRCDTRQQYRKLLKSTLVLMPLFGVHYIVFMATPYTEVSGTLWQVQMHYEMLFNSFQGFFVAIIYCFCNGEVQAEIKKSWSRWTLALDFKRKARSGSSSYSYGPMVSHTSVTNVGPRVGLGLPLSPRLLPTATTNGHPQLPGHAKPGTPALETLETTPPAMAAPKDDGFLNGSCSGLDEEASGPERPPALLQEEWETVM
#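 HEK-293-derived GP2 cells expressing PTHR1 and a GloSensor cAMP reporter, 3,000/well, plated overnight, given luciferin plus IBMX (each 0.5 mM as added) for 1 h at 37 °C, then compound for 1 h at 37 °C. Luminescence was read after 15 min at room temperature.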
# D3 antag: qHTS of D3 Dopamine Receptor Antagonist: qHTS; D(3) dopamine receptor (Homo sapiens), P35462; D3R cells, DiscoveRx beta-arrestin luminescence, antagonist mode; stronger effect = lower value; max response, negative = inhibition, %; 360,000 tested, 2.5% active; AID 652054, 2013; in the data active = max response below about -50%; inconclusive = no clear call, values can overlap the other calls; note: % is set by controls: 0 for no effect and ±100 for the full control effect; mostly tested at two doses, the higher about 12 µM
# Target sequence (P35462 whole entry, looked up): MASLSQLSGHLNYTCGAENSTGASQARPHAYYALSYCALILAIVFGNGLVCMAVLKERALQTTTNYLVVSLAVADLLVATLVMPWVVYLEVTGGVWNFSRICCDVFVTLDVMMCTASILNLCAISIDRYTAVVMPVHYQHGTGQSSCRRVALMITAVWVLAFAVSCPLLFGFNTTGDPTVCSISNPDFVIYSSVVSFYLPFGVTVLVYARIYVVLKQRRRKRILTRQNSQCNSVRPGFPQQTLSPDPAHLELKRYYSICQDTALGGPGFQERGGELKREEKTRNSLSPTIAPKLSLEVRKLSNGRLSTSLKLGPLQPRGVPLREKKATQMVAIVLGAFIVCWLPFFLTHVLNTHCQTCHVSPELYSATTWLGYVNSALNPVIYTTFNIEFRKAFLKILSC
#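 Cells expressing the human receptor were seeded at 1500 cells/well, incubated overnight at 37 degrees C in 5% CO2, then exposed to library compounds with dopamine controls for 90 minutes at 37 degrees C before luminescent detection.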
# TDP-43 yeast inh: qHTS of TDP-43 Inhibitors | TDP-43 expressing yeast growth rescue, BacTiter-Glo, 24 h | Potency, µM (series often up to 46.1 µM), inactives show at the top dose growth rescue (activation), usual class: activators | 410,000 tested, 1.8% active | AID 652104, 2013; note: potency is the fitted concentration of half-maximal effect; % of control where 0% means no effect; nearly all actives have a fitted effect of over 50% in size
#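 Growth rescue of TDP-43-toxic yeast measured as ATP luminescence (BacTiter-Glo). Cells grown to mid-log in raffinose, induced in galactose at OD600=0.02, exposed to compound 24 hr at 30 deg C.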
# aSyn yeast inh: qHTS of alpha-syn Inhibitors | Yeast expressing alpha-synuclein, growth rescue, BacTiter-Glo, 24 h | Potency, µM (titrated, usually from 46.1 µM), inactives show at the highest dose growth rescue (activation), most hits filed as activators | 370,000 tested, 0.14% active | AID 652106, 2013; note: potency is the fitted concentration of half-maximal effect; % of control where 0% means no effect; nearly all actives have a fitted effect of over 65% in size
#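 Galactose-induced alpha-syn yeast (OD600=0.02, raffinose-pregrown) + pinned cpd, 24 hr, 30 deg C; growth by BacTiter-Glo luminescence. Growth restoration scores as activation.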
# D3 ag: qHTS of D3 Dopamine Receptor Agonist: qHTS. max activation, %. 410,000 tested, 0.58% active. D(3) dopamine receptor (Homo sapiens), P35462. D3R DiscoveRx beta-arrestin cells, luminescence, 90 min; in the data active = max activation above about 30%; note: 0% is about no effect; mostly tested at two doses, the higher about 12 µM
#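 Cells at 1500/well, incubated overnight, then treated with pinned compounds (dopamine as control) for 90 min at 37 degrees C. DiscoveRx reagent added for 30 - 60 minutes at room temperature; luminescence read.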
# GLP-1R agonist: qHTS of GLP-1 Receptor Agonists | HEK293 GLP-1R CRE-luciferase, luminescence, 4-6 h; cells express a hypersensitive GLP-1R form | Potency, µM (top dose mostly 45.6 µM), for the others: at the highest dose activation, most hits filed as activators | 380,000 tested, 0.007% active | AID 624172, 2012; note: potency is the fitted concentration of half-maximal effect; % of control where 0% means no effect
# GLP1R cytotox: qHTS of GLP-1 Receptor Inverse Agonists: Cytotox Screen. HEK293 cAMP-luciferase reporter cells, luminescence, 24 h. Potency, µM (highest dose often 38.3 µM), inactives show at the top dose activity change, negative = inhibition, usual class: inhibitors. AID 624418, 2012. 410,000 tested, 0.13% active;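 note: loss of luciferase light is scored as toxicity; potency is the fitted concentration of half-maximal effect; % is set by controls: 0 for no effect and ±100 for the full control effect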
#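 MLSMR compounds, 24 hr on cells at 37 deg C/5% CO2; luminescence after luciferase reagent (12 min RT). Inhibition counted as the undesired cytotoxic outcome.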
# KB-V1 MDR tox: qHTS assay for MDR1-selective chemotherapeutics: Primary screen using the drug-selected MDR subline cells KB-V1; KB-V1 MDR cells viability, CellTiter-Glo, 72 h; Potency, µM (doses to about 46.1 µM), inactives show at the highest dose activity change, negative = cytotoxicity, most hits filed as cytotoxic; 400,000 tested, 3.4% active; AID 1347076, 2019; note: potency is the fitted concentration of half-maximal effect; % is set by controls: 0 for no effect and ±100 for the full control effect; nearly all actives have a fitted effect of over 60% in size
#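 KB-V1 cells (P-gp-expressing MDR subline of KB-3-1) in phenol-red-free DMEM with 10% FBS were exposed to library compounds over a concentration series for 72 h at 37 degrees C. Viability read by CellTiter-Glo luminescence; concentration-effect curves fitted after normalization.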
# GLP-1R inv ag: qHTS of GLP-1 Receptor Inverse Agonists (Inhibition Mode); HEK293 GLP-1R CRE-luciferase, luminescence, 24 h; GLP-1R form is constitutively active; 410,000 tested, 1.6% active; AID 624417, 2012; Glucagon-like peptide 1 receptor (Homo sapiens), P43220; Potency, µM (highest dose often 38.3 µM), without a hit: top-dose activity change, negative = inhibition, hits mostly inhibitors; note: potency is the fitted concentration of half-maximal effect; % is set by controls: 0 for no effect and ±100 for the full control effect; nearly all actives have a fitted effect of over 55% in size
#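 Readout was luciferase luminescence, measured 12 min after detection reagent at room temperature. Beforehand, GLP-1R reporter HEK293 cells had sat 12 h, then received compounds for 24 hr at 37 deg C.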
# * hit, by the source's call; i = inactive; ? = inconclusive; . = not tested or not shown; [ ] = remark or other dose. Unless noted, calls come from the whole dose curve; as a rule, active = well fitted curve in the direction sought with a large enough effect; inconclusive = small, poorly fitted or top-dose-only effect, or another doubt; inactive = no such curve, though single readings can be large; an effect the other way counts as inactive or inconclusive. The list is partial; rates above refer to the full screens.
compound	PTHR1 ag	D3 antag	TDP-43 yeast inh	aSyn yeast inh	D3 ag	GLP-1R agonist	GLP1R cytotox	KB-V1 MDR tox	GLP-1R inv ag
CC(Sc1nc2ccccc2[nH]1)C(=O)O (stereo not given)	-9%[57.5 µM]	-12	13%	-2%	-7	-9%	-4%	4%	-1%
COCCNC(=O)CCCCCn1c(=S)[nH]c2ccccc2c1=O	-13%	-3	-4%	.	-6	0%	2%	-6%	3%
CCN(CC)C(=O)C1=C(C)N(CCCN2CCCC2=O)C(=O)C(CC(=O)NCCN2CCOCC2)C1 (stereo not given)	-14%	-17	24%	-2%	-12	-4%	1%	-13%	5%
COc1cccc(C2/C(=C(\O)c3ccc(OC)c(OC)c3)C(=O)C(=O)N2c2cc(C)on2)c1 (stereo not given)	i	?	8%	-5%	1	24%	-19%	19%	2%
CC(C)OCCCNc1ncnc2c1[nH]c1ccccc12	-26%	33	-22%	-16%	-2	8%	-7%	?	-16%
CCOC(=O)CSc1nc2c(cnn2-c2ccc(Cl)cc2)c(=O)[nH]1	-23%	7	-14%	-4%	-6	6%	-5%	?	18%
O=C(Nc1cc2c3c(c1)CC(=O)N3CCC2)c1ccc(Br)cc1	i	13	-18%	20%	-22	-2%	11%	-14%	45%[activator]
CCCCCCSc1ccc([C@H]2N[C@@](Cc3ccccc3)(C(=O)OC)[C@H]3C(=O)N(C)C(=O)[C@@H]23)cc1	-18%	-51*	6%	12%	-6	12%	-6%	16µM*	11µM*
COC(=O)c1c(-c2cccs2)csc1NC(=O)c1cccc(Cl)c1	-19%	.	28%	.	11	.	32%[activator]	-9%	-1%
O=C(OCC(=O)N1CCCCC1)c1ccc(OC(F)(F)F)cc1	-30%[inhibitor]	-24	7%	1%	1	-5%	-5%	0%	12%
COc1ccc(S(N)(=O)=O)cc1C(=O)NCCCN1CCN(c2ccccc2OC)CC1	-15%	-92*	8%	2%	-5	-6%	-3%	11%	-12%
CC(=O)c1c(C)n(-c2ccccc2)c2ccc(OCC(N)=O)cc12	-18%	-14	6%	-9%	0	17%	21%	?	44%[activator]
CC(=O)Nc1ccc(S(=O)(=O)Nc2ccccc2C(=O)N2CCCC2)cc1	i	-1	7%	0%	5	-1%	-1%	2%	6%
CC(Sc1ccc(S(=O)(=O)N2CCCCCC2)cn1)C(N)=O (stereo not given)	-11%	5	4%	-4%	-8	11%	1%	-7%	1%
O=C(CSc1nnc(Cn2cnc3ccccc32)o1)c1ccccc1	-15%	18	9%	3%	2	-17%	?	?	?
CC(C)Cc1nc2sc3c(c2c(=O)n1N)CC(C(C)C)OC3 (stereo not given)	-13%	22	-9%	3%	17	-1%	-7%	-19%	?
CCCS(=O)(=O)N1CCC(C(=O)N2CCc3ccccc3C2)CC1	-2%[57.5 µM]	1	2%	0%	6	-2%	0%	2%	-7%
O=C(NCCO)C1COc2ccccc2O1 (stereo not given)	i	15	-16%	5%	-1	1%	2%	0%	9%
Cc1ccc(C(=O)NC(C)c2ccncc2)o1 (stereo not given)	i	0	2%	-7%	-4	-1%	-1%	?	24%
COc1ccc(/C=C(\NC(=O)c2ccco2)C(=O)Nc2ccc(C(C)=O)cc2)cc1	i	-18	-15%	0%	-4	-8%	-2%	-23%	46%[activator]
Oc1ccc(C=NNC(=S)Nc2cccnc2)nc1	i	4	-9%	-26%	2	-8%	-17%	3.7µM*	?
CC(=O)NCCOC(=O)c1nn(Cc2ccccc2)c(=O)c2ccccc12	i	25	10%	11%	2	8%	-15%	-8%	65%[activator]
Cc1cc(C)nc(NC(=O)c2ccc(C)c([N+](=O)[O-])c2)n1	i	27	0%	13%	4	-25%	3%	-19%	1%
O=C(C[n+]1ccccc1)N/N=C/c1cccs1	0%	-8	-24%[0.397 µM]	-11%	0	0%	0%	-2%	17%
COc1ccc(Cl)cc1N(C)C(=O)Cc1noc2ccc(C)cc12	-23%	.	?	.	-10	.	3%	-25%	16%

# Record cards (already shown):
# Entry for COC(=O)c1c(-c2cccs2)csc1NC(=O)c1cccc(Cl)c1 : PTHR1 ag: -19%; D3 antag: .; TDP-43 yeast inh: 28%; aSyn yeast inh: .; D3 ag: 11; GLP-1R agonist: .; GLP1R cytotox: 32%[activator]; KB-V1 MDR tox: -9%; GLP-1R inv ag: -1%
# Entry for CCN(CC)C(=O)C1=C(C)N(CCCN2CCCC2=O)C(=O)C(CC(=O)NCCN2CCOCC2)C1 (stereo not given) : PTHR1 ag: -14%; D3 antag: -17; TDP-43 yeast inh: 24%; aSyn yeast inh: -2%; D3 ag: -12; GLP-1R agonist: -4%; GLP1R cytotox: 1%; KB-V1 MDR tox: -13%; GLP-1R inv ag: 5%

# (listing goes on)
compound	PTHR1 ag	D3 antag	TDP-43 yeast inh	aSyn yeast inh	D3 ag	GLP-1R agonist	GLP1R cytotox	KB-V1 MDR tox	GLP-1R inv ag
COc1cc(CNC(C)(C)C)ccc1OCC(=O)NC(C)(C)C	i	-4	-25%	0%	2	3%	-2%	-11%	-7%
CCc1ccc(S(=O)(=O)NC(=S)Nc2ccccc2)cc1	i	-7	0%[9.22 µM]	-2%	-2	7%	3%[7.66 µM]	5%	-5%[7.66 µM]
CSc1nnc(SCC2=NNC(=O)SC2)s1	i	-3	0%	-2%	-1	0%	-11%	?	0%
Nc1cccnc1Sc1cccc(Cl)c1	i	-25	18µM*	14%	0	5%	-15%	?	16%
COc1cccc(N2CCC(N3CCN(C)C(CCO)C3)CC2)c1 (stereo not given)	i	13	12%	-1%	1	4%	0%	13%	-23%
CCNC(=O)CC1C(=O)N(c2ccccc2)C(=O)N1CCC(C)C (stereo not given)	-22%[57.5 µM]	-19	-9%	6%	0	-14%	-3%	1%	15%
O=C(CSc1ccc(-c2ccco2)nn1)NCCc1ccccc1	-70%[inhibitor]	-8	.	4%	-7	-1%	1%	6%	6%
CCOC(=O)c1ccc(S(=O)(=O)NCCNCc2ccccc2)cc1	-46%[inhibitor]	-14	-32%[inhibitor]	-8%	-7	15%	-1%	-22%	?
COC(CNc1cc(=O)oc2ccccc12)OC	0%	3	-6%	2%	3	-7%	-9%	22%	-3%
O=C1N=C(N2CCCCC2)S/C1=C\c1ccc(Cl)cc1	i	-11	27%	3%	4	1%	-14%	-1%	2%
CSC1CCCCC1(O)CSc1nc2c(cc1C#N)CCCC2 (stereo not given)	-54%[inhibitor]	-6	-8%	2%	-2	12%	19%	-9%	-1%
CCC1(O)CCCC2C3CCC4CC(=O)CCC4(C)C3C(=O)CC21C (stereo not given)	-16%	-4	0%	-8%	8	-5%	7%	-7%	-5%
COc1ccc(C(C)(NC(C)=O)c2nc(-c3ccc(F)c(Cl)c3)cs2)cc1 (stereo not given)	-15%	23	35µM*	7%	6	7%	4%	-21%	?
Cc1ccc(-c2noc(CNCCCN(C)C)n2)cc1	i	-17	-10%	-8%	3	24%	2%	0%	-29%
CN(C(=O)c1ccc(S(=O)(=O)N2CCCC2)cc1)C1CCCCC1	i	-24	-23%	-19%	-5	15%	-6%	-9%	-8%
CCOc1ccc(-n2nnnc2SCC(=O)NNC(=O)c2ccco2)cc1	-12%	17	15%	5%	1	-2%	4%	14%	7%
CC(C)(C)c1ccc(C(=O)N2CCC(c3noc(-c4ccc(S(=O)(=O)N5CCCC5)cc4)n3)CC2)cc1	-23%	.	9%	.	19	.	0%	.	7%
Cc1ccc(C(=O)N[C@@H](Cc2ccccc2)C(=O)N2CCC3(CC2)NCCc2[nH]cnc23)cc1C	i	8	17%	4%	2	-4%	3%	0%	?
COc1ccc2[nH]c(=O)c(CN(C(C)=O)C3CCCCC3)cc2c1	i	5	-15%	-5%	1	3%	22%	-18%	0%
COc1ccccc1NC(=O)c1ccc2c(O)c(S(=O)(=O)c3ccccc3)c(=O)[nH]c2c1	i	-5	-14%	-3%	-10	-3%	-1%	6%	3%
Cc1ccc(OCC(=O)Nc2ccc3nc(SCC(=O)N4CCCC4)sc3c2)cc1	-14%	.	?	.	8	.	-1%	.	6%
CC(C)NCC(O)COc1ccc2c(c1)CCC2 (stereo not given)	i	9	7%	5%	0	-8%	1%	0%	-52%
Cn1c(-c2ccco2)n[nH]c1=S	2%	?	-10%	10%	-7	0%	?	-9%	-4%
Nn1c(COc2ccccc2F)nnc1SCC(=O)NC1CC1	-46%[inhibitor]	-13	7%	-5%	-13	1%	-8%	4%	3%
Cc1ccc(C(=O)NCCCN2CCN(CCCNC(=O)c3ccc(C)cc3)CC2)cc1	i	5	4%	?	-3	-3%	4%	1%	-12%
CC(NC(=O)COC(=O)CCN1C(=O)C2CC=CCC2C1=O)c1ccc(Br)cc1 (stereo not given)	-20%	-20	-8%	0%	-8	-1%	-15%	0%	9%
Cc1ccc(C(=O)COC(=O)C2CC(=O)N(c3nc(-c4ccccc4)cs3)C2)cc1 (stereo not given)	i	16	4%	13%	-2	-7%	9%	8%	4%
COc1ccccc1/C=C/C(=O)Nc1nc(N)n(-c2ccccc2)n1	i	0	5%	-8%	1	12%	0%	-2%	6%
CC(C)c1ccc(NC(=O)CNCC(c2ccccc2)N(C)C)cc1 (stereo not given)	-12%	-4	2%	-7%	-1	5%	-15%	-4%	-12%
Cc1cccc(Nc2c(-c3ccc(N4CCOCC4)cc3)nc3ncccn23)c1	-11%	-15	12%	-4%	4	8%	8%	-6%	14%
